Source: PubChem (several laboratories)
BoNT-A LC inh2 – blocks Botulinum neurotoxin A light chain protease | multiplex microsphere protease substrate cleavage, flow cytometry | inhibition, % at 10 µM | 360,000 compounds, 0.17% hits | AID 588499; note: plate controls were buffer without enzyme for full effect and enzyme alone for no effect
PrPC TRFRET – reduces human prion protein on the cell surface. P04156. cell surface PrPC, TR-FRET read-out. inhibition, % at 13.8 µM. 370,000 compounds, 0.43% hits. AID 720596; in the data active = inhibition above about 24%; note: 0% = median of the test wells and 100% = reference compound wells
Anthrax LF prot – blocks Bacillus anthracis lethal factor protease | inhibition, % at 10 µM | AID 588501 | 360,000 compounds, 0.12% hits | multiplex microsphere protease cleavage assay, LF | P15917; note: plate controls were buffer without enzyme for full effect and enzyme alone for no effect
Target sequence (P15917 whole entry, looked up): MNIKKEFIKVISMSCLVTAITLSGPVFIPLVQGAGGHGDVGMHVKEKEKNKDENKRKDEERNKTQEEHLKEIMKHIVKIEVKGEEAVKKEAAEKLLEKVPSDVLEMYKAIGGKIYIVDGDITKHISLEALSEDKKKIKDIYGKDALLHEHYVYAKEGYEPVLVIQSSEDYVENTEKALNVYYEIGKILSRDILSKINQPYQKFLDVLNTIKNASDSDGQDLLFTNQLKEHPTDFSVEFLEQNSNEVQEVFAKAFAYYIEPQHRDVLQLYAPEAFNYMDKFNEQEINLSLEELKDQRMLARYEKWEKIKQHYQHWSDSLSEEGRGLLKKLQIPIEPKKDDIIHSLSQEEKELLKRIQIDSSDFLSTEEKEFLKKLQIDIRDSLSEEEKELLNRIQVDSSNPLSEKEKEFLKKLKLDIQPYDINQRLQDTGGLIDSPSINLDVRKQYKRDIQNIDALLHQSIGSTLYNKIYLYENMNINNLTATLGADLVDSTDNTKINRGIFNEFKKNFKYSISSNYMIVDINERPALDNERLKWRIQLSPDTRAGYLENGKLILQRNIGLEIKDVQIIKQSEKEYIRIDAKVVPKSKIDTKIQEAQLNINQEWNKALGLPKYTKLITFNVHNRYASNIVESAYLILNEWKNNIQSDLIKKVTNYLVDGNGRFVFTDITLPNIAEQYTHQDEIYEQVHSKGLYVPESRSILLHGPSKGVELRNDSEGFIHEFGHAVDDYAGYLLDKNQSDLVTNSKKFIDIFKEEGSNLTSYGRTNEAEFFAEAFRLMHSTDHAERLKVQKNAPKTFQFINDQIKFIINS
PfHsp40 rescue – restores yeast growth despite PfHsp40 toxicity. S. cerevisiae expressing PfHsp40, growth rescue, ATP luminescence. growth rescue, % at 12.5 µM. 340,000 compounds, 0.68% hits. AID 504582; in the data active = growth rescue above about 28%, passing the limit was not always enough;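 note: yeast W303a lacking pdr1 and pdr3 grown in galactose medium; growth measured after three days at 30 °C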
PriA SSB inh – inhibitors of Klebsiella pneumoniae PriA binding to SSB C-terminal tail; AlphaScreen SSBct-PriA binding, biotinylated peptide; inhibition, % at 33 µM; 430,000 compounds, 0.6% hits; AID 1272365; in the data active = inhibition mostly above about 37%, no sharp cut-off; inactive = mostly below about 20%;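 note: plate controls were negative control peptide for no effect and reference peptide for full effect; strong numbers were not always called active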
SARS 3CLpro inh – SARS-CoV 3CLpro protease inhibition; P0C6X7; recombinant SARS-CoV 3CLpro, quenched FRET peptide cleavage; inhibition, % at 6 µM; 290,000 compounds, 0.14% hits; AID 1706; in the data active = inhibition above about 12%
TcdB inh – TcdB glycohydrolase inhibition | P18177 | TcdB glycohydrolase enzymatic assay, plate reader | inhibition, % at 9.99 µM | 350,000 compounds, 0.24% hits | AID 652162; in the data active = inhibition above about 10%
Yp Topo-I inh – blocks Yersinia pestis topoisomerase I activity; Y. pestis Topo-I cleavage product accumulation, plate reader; activity, % at 10 µM; 360,000 compounds, 0.064% hits; in the data active = activity above about 50%, passing the limit was not always enough; note: inactives centre near 2
Vc quorum ag – induces V. cholerae light production without autoinducers; V. cholerae BH1578 lux reporter, luminescence, 6 h; activation, % at 18.7 µM; 350,000 compounds, 0.16% hits; AID 588436; in the data active = activation mostly above about 9.7%, no sharp cut-off; note: not every result past the cut was called active; inactives centre near 0; reference of the scale not given here
* = called active by the depositor; i = inactive; nt = not tested or not shown; & = joins results of further samples. Cut-off read from the data, not from the text of the source, unless noted: active = inhibition above about 30%; inconclusive = no clear call, values can overlap the other calls; inactive = below that. These rows are one share of the data, so the mix of outcomes need not match the whole.

No.	Molecule	BoNT-A LC inh2	PrPC TRFRET	Anthrax LF prot	PfHsp40 rescue	PriA SSB inh
1	O=C(COc1ccc(/C=N/NS(=O)(=O)c2ccccc2)cc1)Nc1ccccc1	-0.5	2	2	-1.2	nt
2	COc1cccc(OCc2cc(C(=O)NCc3ccccn3)no2)c1	-0.9	1	-1	-0.7	-12
3	Cc1onc(-c2ccccc2Cl)c1C(=O)O/N=C(\N)c1ccc([N+](=O)[O-])o1	0.1	1	-8	-0.6	nt
4	COCCn1c(=O)sc2ccccc2c1=O	0.6	1	-3	-2.1	1
5	Cc1nnc(C)n1/N=C/c1cc(Br)ccc1O	0.1	7	1	-1.9	nt
6	COc1ccc(-n2nc([N+](=O)[O-])c(=NCc3ccc4c(c3)OCO4)n2O)cc1	1.2	-21	0	8.8	1
7	COc1cc(OC)cc(C(=O)NC(=S)NNC(=O)[C@H]2C[C@@H]2c2ccccc2)c1	1.0	2	9	11	0
8	Cn1nnnc1SCc1ccc(C(=O)Nc2nccs2)cc1	-2.5	7	-3	-0.4	-4
9	Cc1ccc(OCCN2CCN(C(=O)CCC(=O)Nc3nnc(CC(C)C)s3)CC2)cc1	-3.6	4	0	2.5	3
10	CCC(C(=O)Nc1ccncc1)c1ccccc1 (stereo not drawn)	-0.1	-2	0	-1.3	-3
11	COc1ccc(-c2cc(C(=O)NCCCN3CCCC3=O)c3ccccc3n2)cc1OC	1.8	-14	-2	-1.7	9
12	CC(=O)Nc1ccc2c(c1)nc1n2CCSC1	4.7	5	-1	-0.1	-6
13	CCOC(=O)C1Oc2ccccc2C(c2ccc(F)cc2)=C1C(=O)OC (stereo not drawn)	-0.7	2	-4	1.2	-39
14	C=CCn1c(SCC(=O)c2cc(C)n(CCOC)c2C)nc2sc(C)c(C)c2c1=O	0.1	-4	-4	0.5	5&-10
15	COc1ccc(C2(CNC(=O)c3ccc(OC)c([N+](=O)[O-])c3)CCCCC2)cc1OC	-0.5	-4	-2	2.6	11

No.	SARS 3CLpro inh	TcdB inh	Yp Topo-I inh	Vc quorum ag
1	-8	0.8	-3	-0.2
2	-1	0.0	11	-0.3
3	0	0.6	0	-0.6
4	-4	-1.5	7	-0.5
5	3	nt	7	-2.4
6	-6	0.6	-2	-0.1
7	0	3.2	-7	i
8	-3	nt	-2	i
9	2	1.2	7	-0.8
10	-4	nt	5	-0.4
11	nt	-0.3	6	-0.9
12	-2	nt	4	-1.8
13	nt	-1.3	38	12
14	-1	nt	2	0.6
15	1	12*	-2	0.9

Next part
No.	Molecule	BoNT-A LC inh2	PrPC TRFRET	Anthrax LF prot	PfHsp40 rescue	PriA SSB inh
16	COc1ccc(S(=O)(=O)Nc2ccccc2OC)cc1N=Nc1c(O)[nH]c(=S)[nH]c1=O	-0.1	-15	-2	0.8	2
17	Cc1nc(-c2ccccc2)sc1-c1ccnn1C	-0.8	-7	-2	-0.3	-23
18	O=C(/C=C/c1ccc(Br)cc1)Nc1ccc(S(=O)(=O)Nc2ncccn2)cc1	-0.5	-2	-2	-0.2	-18
19	O=C(NCc1ccco1)c1ccccc1Nc1ccc(F)cc1	-1.4	11	-4	0.5	2
20	CCN(CC)C(=O)CSc1ncccc1-c1nc2ccccc2[nH]1	0.5	7	0	0.0	-12
21	COCCN(C(=O)CSc1nnc(-c2ccc(C)c(C)c2)o1)c1c(N)n(CC(C)C)c(=O)[nH]c1=O	1.2	-2	2	-1.2	-1
22	On1cnnc1-c1ccccc1	0.0	-2	-3	-0.8	-9
23	NS(=O)(=O)c1cccc(NC(=O)CSc2nnc(-c3ccncc3)n2C2CC2)c1	0.7	-6	4	-1.0	-5
24	O=S1(=O)CC2SC(=S)N(c3ccccc3)C2C1 (stereo not drawn)	nt	10	nt	nt	-8
25	Cc1cccc(NC(=O)C2CCN(C(=O)c3ccc(F)cc3)CC2)n1	-1.5	-5	-3	-0.7	-7
26	CCCSC1=C(C#N)C2(CCCCC2)C(C#N)=C(N)N1	0.0	2	-4	-1.8	-8
27	CCc1cccc(C)c1NC(=O)C1C2CCC(O2)C1C(=O)O (stereo not drawn)	-0.8	3	-8	-0.3	10
28	CCOC(=O)COc1cc2oc(=O)cc(C)c2cc1[N+](=O)[O-]	-0.1	-6	0	0.1	-6
29	COc1ccccc1NC(=O)C1C2CCCCC21 (stereo not drawn)	2.5	2	6	1.0	-30
30	COc1ccc(NC(=O)C2CCCN2S(=O)(=O)c2ccc(C)cc2)cc1 (stereo not drawn)	-3.7	8	0	-0.1	-9

No.	SARS 3CLpro inh	TcdB inh	Yp Topo-I inh	Vc quorum ag
16	nt	1.8	7	-0.4
17	-1	2.9	8	0.0
18	2	0.0	1	1.0
19	9	nt	-4	19
20	3	-1.9	-12	-2.1
21	nt	0.1	11	i
22	-6	nt	-1	i
23	nt	-0.2	-7	-0.3
24	2	-0.1	-1	-0.6
25	nt	1.1	2	i
26	4	1.1	5	i
27	-6	nt	1	nt
28	1	2.1	1	i
29	-4	nt	-2	-0.6
30	2	nt	9	-0.1

(next part)
No.	Molecule	BoNT-A LC inh2	PrPC TRFRET	Anthrax LF prot	PfHsp40 rescue	PriA SSB inh
31	Cc1cccnc1Nc1nc(-c2ccc(F)cc2)cs1	-1.5	7	-3	5.7	-14
32	Cc1cccc(C(=O)NCCNC(=O)c2cccc(C)c2)c1	-0.1	5	-2	-0.9	6
33	CC1(C(=O)NS(=O)(=O)c2ccccc2Cl)CCN1C(=O)c1cccc(F)c1 (stereo not drawn)	0.0	0	3	nt	nt
34	COC(=O)c1c(SCC(=O)Nc2ccc(C)c(C)c2)nc(=O)[nH]c1C	-1.3	0	-4	-2.1	-7
35	NS(=O)(=O)c1ccc(CCNS(=O)(=O)Cc2ccc(Cl)cc2)cc1	0.3	4	-12	-2.1	8
36	Cc1cc(NC(=O)c2cccc(Br)c2)n[nH]1	-0.7	11	-5	1.6	-6
37	O=C(CSc1ccccn1)N1CCN(C(=O)CSc2ccccn2)CC1	-0.6	0	-2	-0.6	-23
38	O=C(NCc1ccccc1)c1cc(=O)nc2sc(-c3ccccc3)nn12	-1.5	-7	1	-1.1	10
39	COc1ccc(C2C(C(C)=O)=C(O)C(=O)N2c2cccnc2)cc1OC (stereo not drawn)	0.3	-4	2	-0.3	-16
40	c1ccc(Cc2nnc3sc(-c4ccc5c(c4)OCO5)nn23)cc1	-0.9	-7	-3	1.3	-9
41	COc1cccc(C(=O)OCC(=O)c2c(N)n(C)c(=O)n(C)c2=O)c1	-0.2	-1	-6	0.8	-9
42	CC(C)(C)C(=O)C(Cl)C(=O)Nc1ccccc1 (stereo not drawn)	-1.2	-1	4	275*	-5
43	CC1(C)CC(=O)c2cnn(-c3nc4ccccc4[nH]3)c2C1	-0.2	5	-6	0.5	10
44	Cc1cc(OC(=O)c2ccc(C(F)(F)F)cc2)c([N+](=O)[O-])c(=O)[nH]1	-1.0	0	-2	0.0	-13
45	CCSc1cc(N2CCCC2)nc(-c2ccc(Cl)cc2)n1	-0.9	-1	-7	0.8	0

No.	SARS 3CLpro inh	TcdB inh	Yp Topo-I inh	Vc quorum ag
31	-1	-0.4	1	i
32	-5	-0.2	-13	-0.5
33	nt	-2.3	5	i
34	3	0.5	-4	-0.1
35	0	0.8	-3	-0.7
36	nt	2.5	14	i
37	nt	nt	2	i
38	-7	nt	1	i
39	6	nt	3	i
40	4	nt	1	-1.0
41	nt	0.9	2	-3.7
42	3	1.0	6	-0.5
43	-2	nt	3	-0.2
44	-2	0.3	-1	-0.2
45	nt	1.4	-6	1.6

Looked up by compound from the list above (four):
No.	Molecule	BoNT-A LC inh2	PrPC TRFRET	Anthrax LF prot	PfHsp40 rescue	PriA SSB inh
35	NS(=O)(=O)c1ccc(CCNS(=O)(=O)Cc2ccc(Cl)cc2)cc1	0.3	4	-12	-2.1	8
45	CCSc1cc(N2CCCC2)nc(-c2ccc(Cl)cc2)n1	-0.9	-1	-7	0.8	0
40	c1ccc(Cc2nnc3sc(-c4ccc5c(c4)OCO5)nn23)cc1	-0.9	-7	-3	1.3	-9
31	Cc1cccnc1Nc1nc(-c2ccc(F)cc2)cs1	-1.5	7	-3	5.7	-14

No.	SARS 3CLpro inh	TcdB inh	Yp Topo-I inh	Vc quorum ag
35	0	0.8	-3	-0.7
45	nt	1.4	-6	1.6
40	4	nt	1	-1.0
31	-1	-0.4	1	i

Next section
No.	Molecule	BoNT-A LC inh2	PrPC TRFRET	Anthrax LF prot	PfHsp40 rescue	PriA SSB inh
46	CC(C)C[C@H]1CN(CCCC[C@@H]2CNC(=O)C(=O)N2CC2CCCCC2)C(=O)C(=O)N1CC1CCCCC1	-0.4	-4	-3	nt	nt
47	Nc1nc(-c2ccccc2)nc(-c2ccccc2O)n1	0.5	-5	-1	13	0
48	Cn1cnc([N+](=O)[O-])c1Sc1ccc(C(C)(C)C)cc1	0.5	-3	5	0.5	5
49	CN(C)c1nc(N)c([N+](=O)[O-])c(NCc2ccccc2)n1	-1.0	-1	0	0.3	-8
50	COc1ccc(NS(=O)(=O)c2ccc(C(=O)N3CCN(Cc4ccccc4)CC3)cc2)cc1	0.1	9	-4	1.0	0
51	CCOC(=O)C1(C)CCCN(C(=O)c2ccccc2)C1 (stereo not drawn)	0.9	8	-4	nt	nt
52	Cc1ccc(Cl)c(NC(=S)N(CCCN2CCOCC2)Cc2ccco2)c1	-0.1	2	-2	-2.1	19
53	COc1ccc(OC(=O)N(C)C[C@H]2OCc3cnnn3CCCC(=O)N([C@H](C)CO)C[C@H]2C)cc1	0.0	2	-4	nt	nt
54	Cc1nn(C)c(C)c1CNC(=O)Nc1ccc(Cl)cc1	-0.7	5	8	-0.3	-10
55	CCOC(=O)C1=C(COC(=O)CNS(=O)(=O)c2ccc(NC(C)=O)cc2)NC(=O)NC1C (stereo not drawn)	-0.5	-3	-2	-1.7	-5
56	COC(=O)[C@@H]1[C@@H](C)N(Cc2ccccc2)C(=O)N[C@H]1c1ccccc1	-0.2	1	4	-0.5	2
57	Cc1[nH]n(-c2ccccc2)c(=O)c1C=Nc1cnc2ccccc2c1	-1.1	7	-6	1.0	-12
58	CCc1ccc(NC(=O)Nc2ccc3c(c2)N(C)C(=O)CS3)cc1	-0.6	19	3	-1.7	-11
59	O=C(CN1CCOCC1)Nc1ccccc1C(=O)O	-0.3	-5	6	-1.4	-23
60	CC(C)(C)C(=O)OC/C(N)=N/OC(=O)c1ccc(Cl)cc1	1.1	7	28	-1.2	nt

No.	SARS 3CLpro inh	TcdB inh	Yp Topo-I inh	Vc quorum ag
46	nt	-1.8	nt	nt
47	6	nt	-5	-0.3
48	4	1.3	-9	0.3
49	-2	1.1	7	-0.2
50	2	0.9	6	-0.4
51	nt	-6.4	-4	-0.7
52	-2	1.9	10	i
53	nt	1.7&0.6	-2	-0.4
54	6	0.6	-9	-0.1
55	nt	-2.0	-3	i
56	nt	nt	0	i
57	3	nt	0	nt
58	4	0.8	-3	-0.2
59	0	0.5	-6	i
60	3	-0.2	1	i

The results go on:
No.	Molecule	BoNT-A LC inh2	PrPC TRFRET	Anthrax LF prot	PfHsp40 rescue	PriA SSB inh
61	CCCOc1ccc(N2C(=O)C3C(C(C)C)NC4(C(=O)c5ccccc5C4=O)C3C2=O)cc1 (stereo not drawn)	-0.7	5	-5	1.2	-13
62	COC(=O)c1ccc(CSc2nnnn2C)o1	1.2	-4	-5	2.3	-1
63	CC(=O)c1cccc(N(C(=O)c2csnn2)C(C(=O)NC2CCCC2)c2ccccc2)c1 (stereo not drawn)	0.7	5	-6	-0.4	7
64	CCCCc1c(C)nc2ccccc2c1SCCC(=O)O	-0.2	0	-4	-0.5	-12
65	O=C(c1cccc(S(=O)(=O)N2CCOCC2)c1)N1CCN(c2ccc(F)cc2)CC1	4.5	7	-5	-0.7	7
66	O=C(O)C1CCN1C1CCCCC1 (stereo not drawn)	0.1	-1	-9	-1.3	6

No.	SARS 3CLpro inh	TcdB inh	Yp Topo-I inh	Vc quorum ag
61	5	nt	9	-0.3
62	1	nt	7	3.7
63	4	-0.1	10	-7.8
64	-1	-1.7	4	-0.9
65	-3	nt	-10	-0.2
66	2	nt	-1	0.7
